PfGluPho inh = PfG6PD (Plasmodium falciparum) enzyme inhibition | hit rate 0.78% among 350,000 | inhibition, % at 20 µM | PfGluPho enzyme, NADPH resazurin-diaphorase fluorescence;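 active = inhibition reaching at least a set limit at 20 µM in the primary screen, cut at about 59% in these data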;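 note: 0% = DMSO wells with substrate and 100% = DMSO wells lacking glucose-6-phosphate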
MPTP inh = blocks calcium-induced mitochondrial swelling. hit rate 1.4% among 360,000. inhibition, % at 10 µM. isolated mouse mitochondria, Ca2+ swelling absorbance, 30 min. AID 602449;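 active = inhibition of 50% or more, scaled per plate between neutral and stimulator controls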;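 note: 0% = DMSO wells given calcium and 100% = 1 mM EGTA wells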
SENP8 inh = SENP8 (human) protease inhibition | recombinant SENP8, Nedd8 substrate fluorescence | hit rate 0.64% among 360,000 | inhibition, % at 20 µM | Q96LD8; in the data active = inhibition mostly above about 40%, no sharp cut-off; inactive = mostly below about 27%
Target sequence (Q96LD8 whole entry, looked up): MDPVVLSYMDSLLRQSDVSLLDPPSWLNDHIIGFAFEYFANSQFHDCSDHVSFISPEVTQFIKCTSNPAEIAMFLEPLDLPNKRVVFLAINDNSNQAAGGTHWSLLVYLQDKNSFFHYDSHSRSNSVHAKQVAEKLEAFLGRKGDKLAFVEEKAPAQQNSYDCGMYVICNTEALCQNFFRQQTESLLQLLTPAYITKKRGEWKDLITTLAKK
SENP6 block = inhibitors of human SENP6 protease; hit rate 1.8% among 330,000; Recombinant SENP6 catalytic domain, aminoluciferin luminescence; AID 2599; inhibition, % at 10 µM;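 active = inhibition above about 50% at the single tested dose, limit read from the data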;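 note: plate controls were DMSO wells with enzyme for no effect and DMSO wells lacking enzyme for full effect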
HKDC1 inhibitor = HKDC1 (human) hexokinase inhibition. recombinant HKDC1, G6PDH/diaphorase resazurin coupled fluorescence. inhibition, % at 20 µM. hit rate 0.16% among 340,000;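 active = inhibition above about 35% when tested at 20 µM, limit read from the data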;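 note: plate controls were DMSO wells with enzyme for no effect and DMSO wells lacking enzyme for full effect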
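Material: recombinant HKDC1 hexokinase; Amount: HKDC1 at 5 µg/mL; Medium: Tris pH 8.0 buffer with MgCl2, Tween-20, BSA, BME; Schedule: 90 min reaction incubation at room temperature, dark; Technique: coupled resazurin fluorescence, excitation 525 nm, emission 613 nm.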
ATG4B inhibitor = blocks human ATG4B protease cleavage of LC3 substrate; Q9Y4P1; ATG4B cleavage of LC3-PLA2, NBD-HPC fluorescence, 1 h; inhibition, % at 8.33 µM; hit rate 0.51% among 340,000; AID 504462; in the data active = inhibition above about 40%
Target sequence (Q9Y4P1 whole entry, looked up): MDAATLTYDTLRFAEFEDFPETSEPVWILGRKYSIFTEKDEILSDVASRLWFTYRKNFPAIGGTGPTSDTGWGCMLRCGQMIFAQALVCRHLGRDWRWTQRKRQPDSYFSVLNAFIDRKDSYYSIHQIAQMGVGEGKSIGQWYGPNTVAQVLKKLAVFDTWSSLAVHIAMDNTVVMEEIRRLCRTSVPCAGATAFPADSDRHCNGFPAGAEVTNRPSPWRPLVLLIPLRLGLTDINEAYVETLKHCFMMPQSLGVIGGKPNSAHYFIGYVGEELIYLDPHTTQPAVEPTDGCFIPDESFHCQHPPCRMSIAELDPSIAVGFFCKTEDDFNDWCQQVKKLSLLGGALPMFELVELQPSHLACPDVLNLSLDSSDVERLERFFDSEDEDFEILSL
NR3A LBD binder = modulates the human NR3A ligand-binding domain | Tm shift relative to glycine control, % at 25 µM | NR3A LBD differential scanning fluorimetry, Tm shift; 0% = protein alone, 100% = glycine-bound protein | hit rate 2.5% among 340,000;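 active = melting temperature shift of at least 10% of the positive control shift, at one fixed dose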
SENP7 block = blocks the human protease SENP7; Q9BQF6; recombinant SENP7, Z-RLRGG-aminoluciferin luminescence, 40 min; inhibition, % at 5 µM; hit rate 1.5% among 330,000; AID 434973;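 active = inhibition above about 50% at the single test dose, limit read from the data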;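 note: plate controls were DMSO with enzyme for no effect and no enzyme buffer wells for full effect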
Target sequence (Q9BQF6 706-1050 limits assumed): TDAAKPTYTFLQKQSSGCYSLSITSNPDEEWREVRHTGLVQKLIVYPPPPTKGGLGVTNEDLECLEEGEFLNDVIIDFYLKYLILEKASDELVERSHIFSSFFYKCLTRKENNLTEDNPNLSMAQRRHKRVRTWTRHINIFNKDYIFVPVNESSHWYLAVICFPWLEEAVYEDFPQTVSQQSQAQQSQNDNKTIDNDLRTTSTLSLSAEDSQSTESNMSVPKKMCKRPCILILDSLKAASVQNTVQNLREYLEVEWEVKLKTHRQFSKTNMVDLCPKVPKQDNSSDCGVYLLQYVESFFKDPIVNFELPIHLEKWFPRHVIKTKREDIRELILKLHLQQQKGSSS
The depositor's hits bear a star; i = inactive; · = no result given.

Compound | PfGluPho inh | MPTP inh | SENP8 inh | SENP6 block | HKDC1 inhibitor | ATG4B inhibitor | NR3A LBD binder | SENP7 block
CCOc1ccc2c(c1)sc1nc(C(=O)OC)cc(=O)n12 | 5 | 1.9 | -266 | -11 | -2 | -10 | -2 | 0
COc1cc(/C=C2\SC(=N)N(c3ccc4c(c3)OCO4)C2=O)cc(OC)c1O | -4 | 6.8 | -83 | 16 | 3 | 5 | 11* | 2
O=S(=O)(Nc1ccc(-c2nc3cccnc3s2)cc1)c1ccccc1F | -30 | 2.3 | -468 | 83* | 2 | -5 | -5 | 38
CSc1nc2ccc(NC(=O)c3c(-c4ccccc4)noc3C)cc2s1 | -12 | 2.0 | 8 | -6 | 2 | -9 | -10 | -1
CCOC(=O)C1=C(C)Nc2ccccc2N=C1N | 4 | -1.5 | 17 | -1 | -1 | -5 | -2 | 2
O=S1(=O)CCN2N=C(C34CC5CC(CC(C5)C3)C4)SC2=N1 | -16 | -2.1 | 11 | -17 | 15 | -8 | 1 | -4
CCCCS(=O)(=O)N1CCCC(C(=O)Nc2ccc(Cl)cn2)C1 (centres undefined) | 7 | -0.7 | 12 | -6 | -5 | -2 | 2 | 2
CCCn1c(SCC(=O)c2cc(OC)ccc2OC)nnc1-c1ccco1 | 28 | -1.5 | -13 | -3 | -1 | -12 | 6 | 5
Cn1c(=O)c2c(nc(CN3CCN(c4ccccc4F)CC3)n2CCCc2ccccc2)n(C)c1=O | -9 | -5.9 | 24 | -3 | 5 | -7 | 0 | 0
c1ccc(Cn2c(-c3ccccc3)c[n+]3c2SCCC3)cc1 | -4 | 4.4 | 28 | -6 | -1 | 8 | 0 | -1
CCOc1ccc(C(F)(F)F)cc1NC(=O)c1ccc(OC)c([N+](=O)[O-])c1 | -9 | 3.9 | 12 | -47 | -4 | 8 | -2 | 3
CN(Cc1nccn1C)C(=O)CCc1nnc(CCC2CCCCC2)o1 | 8 | 0.3 | 11 | -2 | -9 | 2 | -1 | -7
CCOC(=O)C1CCCN(CCSc2ccc(C)cc2)C1 (centres undefined) | -2 | -2.0 | 17 | 9 | 0 | -2 | 0 | -3
COc1ccc(C(=S)N2CCCCC2)cc1Br | -13 | 1.5 | 9 | -5 | -4 | -3 | -2 | -2
CS(=O)(=O)c1ccc(Cl)c(NC(=O)COC(=O)CNC(=O)c2sc3ccccc3c2Cl)c1 | -30 | 0.3 | 15 | -14 | 1 | -18 | 1 | -15
COc1ccc(C2=CC(=O)C[C@H](COCc3ccccc3)N(C(=O)OC(C)(C)C)O2)cc1 | 15 | 1.1 | -45 | · | -3 | 7 | 0 | ·
CCOC(=O)C1CCN(S(=O)(=O)c2cccc(-c3cn4cccc(C)c4n3)c2)CC1 | 5 | 0.1 | i | -30 | 1 | -15 | -12 | -11
CC(C)CC(=O)Nc1ccc(-c2nnn(CC(=O)NCc3ccco3)n2)cc1 | -3 | 0.3 | 10 | -23 | -2 | 1 | 3 | -8
Cc1ccc(F)cc1NC(=O)CN1C(=O)NC2(CCCc3ccccc32)C1=O (centres undefined) | -9 | -1.3 | 6 | 4 | 3 | 5 | 1 | 1
COc1ccc(/C=N/NC(=O)c2nnn(-c3nonc3N)c2CN(C)C2CCCCC2)cc1 | 1 | -0.1 | -12 | -9 | -7 | 1 | -7 | -17
CN(CC(=O)NCCc1ccccc1)S(=O)(=O)c1cccs1 | -6 | -0.6 | 20 | 7 | -3 | 12 | -2 | 3
CCOc1ccc(N=C2NC(=O)S/C2=C\c2ccc(O)cc2)cc1 | -12 | 0.3 | 24 | -11 | 8 | 0 | 15* | -1
COc1ccc(C=O)cc1Cn1c(C)cc(C)c(C#N)c1=O | 1 | 0.1 | -3 | 6 | -4 | -9 | -2 | -16
Cc1ccc(NC(=O)c2ccc3ccccc3n2)cc1S(=O)(=O)N(C)C | 14 | -1.2 | 10 | -24 | 0 | -7 | 0 | -7
CCCn1c(=O)c(C(=O)NCCCc2ccccc2)c(O)c2ccccc21 | -16 | 1.9 | -14 | -12 | -6 | -6 | 1 | -2
Cc1cn(CC(=O)NCCCc2ccccc2)c(=O)[nH]c1=O | -16 | -0.4 | 1 | · | 0 | · | -1 | ·
Cc1cc(N)n(-c2ccc([N+](=O)[O-])cc2)n1 | 3 | 0.2 | 26 | -1 | 3 | -5 | 0 | -1
COCCNc1oc(-c2ccc(Cl)cc2)nc1C#N | 8 | 1.6 | -454 | -1 | 1 | -2 | 3 | -2
COc1ccc(C(=O)c2ccc(Br)cc2)c2ccccc12 | 35 | 3.1 | 8 | -13 | 1 | -4 | 0 | -6
C=CCc1ccc(OCC(O)CN2CCN(Cc3ccc(Cl)cc3)CC2)c(OC)c1 (centres undefined) | 13 | 3.7 | 10 | -7 | -3 | -12 | -4 | -6
Cc1ccc(/C=N/NC(=O)Cn2cncn2)cc1 | -13 | -1.7 | 6 | -26 | -5 | 0 | 0 | -12
COc1ccc(C2(CNC(=O)c3ccc(OC)c([N+](=O)[O-])c3)CCOCC2)cc1OC | 10 | 0.7 | 17 | 2 | -8 | -8 | -5 | 4
COc1ccccc1N1CCN(C(=O)c2cccs2)CC1 | 2 | 1.0 | 20 | -17 | -3 | -10 | 1 | -3
O=C(Cn1ncc(Cl)c(Cl)c1=O)NC(=O)NC1CCCCC1 | 7 | 1.0 | 10 | -33 | 13 | -1 | -2 | -2
C=CCn1c(SCC(=O)Nc2ccc(C(=O)O)cc2)nc2sc(C)c(C)c2c1=O | -41 | 0.6 | -18 | -3 | 3 | -4 | 0 | 10
CCCCc1ccc(NC(=O)Cn2c(=O)c(N3CCCCC3)c(N)n(C)c2=O)cc1 | 9 | -0.5 | 4 | 2 | -6 | -5 | 3 | -1
Nc1ccc(C(=O)Nc2ccc(Nc3ccncc3)cc2)cc1 | 5 | -0.3 | 16 | 4 | -5 | -5 | -13 | 2
O=C(COc1ccc(F)cc1)NN1C(=O)CSC1=S | -7 | -0.5 | 10 | -6 | 3 | 6 | -3 | -12
CC(C)C(=O)Nc1ccc(-c2nc3cccnc3o2)cc1 | -6 | -0.3 | -320 | -7 | 1 | -8 | -1 | -4
Cc1onc(-c2c(Cl)cccc2Cl)c1C(=O)NNc1ccccc1 | 4 | 1.6 | 10 | 5 | 1 | -3 | 1 | 4
O=C(O)/C=C/c1cn(-c2ccccc2)nc1-c1cc2ccccc2o1 | -10 | 3.1 | i | -24 | 4 | 19 | -1 | 1
CN(c1ccccc1C(=O)N1CCCC1)S(C)(=O)=O | -25 | 1.8 | 25 | -22 | 0 | 2 | -3 | -11
CCc1ccc(NC(=O)Cn2nnc(C(=O)NCc3ccco3)c2N)cc1 | 10 | -0.6 | 7 | -15 | -1 | -2 | 1 | -8
Oc1ccc2ccccc2c1N=Nc1ccccc1F | 12 | 1.8 | 2 | 16 | 9 | -6 | 7 | 7
Cc1cccc(NC(=O)C2CCN(C(=O)NC3CCCCC3)CC2)c1 | 0 | 0.4 | 8 | 4 | 0 | -8 | 0 | 8
CCN(CC)C(=O)Cn1cc(C(=O)C(=O)NCC2COc3ccccc3O2)c2ccccc21 (centres undefined) | -9 | -0.1 | 0 | -21 | 0 | -12 | 1 | -10
COc1ccc(N2C(=O)CSC23CCC(C(C)(C)C)CC3)cc1 (centres undefined) | 12 | 4.0 | 10 | -24 | -2 | -5 | 0 | -11
Cn1c(CO)cnc1SCC(=O)c1ccc(Br)cc1 | 13 | -1.2 | 3 | -8 | -7 | -7 | -1 | 6
OC(CC1CC12c1ccccc1-c1ncccc12)(c1ccccc1)c1ccccc1 (centres undefined) | 4 | 0.8 | 6 | -25 | -7 | 13 | -6 | -3
Cc1cc(C)nc(SCc2cccc(C(=O)O)c2)n1 | 2 | 0.7 | 9 | 6 | -9 | -2 | 0 | 4

4 of the compounds above, with each value named:
CCCn1c(=O)c(C(=O)NCCCc2ccccc2)c(O)c2ccccc21
  PfGluPho inh = -16 | MPTP inh = 1.9 | SENP8 inh = -14 | SENP6 block = -12 | HKDC1 inhibitor = -6 | ATG4B inhibitor = -6 | NR3A LBD binder = 1 | SENP7 block = -2

CCCn1c(SCC(=O)c2cc(OC)ccc2OC)nnc1-c1ccco1
  PfGluPho inh = 28 | MPTP inh = -1.5 | SENP8 inh = -13 | SENP6 block = -3 | HKDC1 inhibitor = -1 | ATG4B inhibitor = -12 | NR3A LBD binder = 6 | SENP7 block = 5

C=CCn1c(SCC(=O)Nc2ccc(C(=O)O)cc2)nc2sc(C)c(C)c2c1=O
  PfGluPho inh = -41 | MPTP inh = 0.6 | SENP8 inh = -18 | SENP6 block = -3 | HKDC1 inhibitor = 3 | ATG4B inhibitor = -4 | NR3A LBD binder = 0 | SENP7 block = 10

O=S1(=O)CCN2N=C(C34CC5CC(CC(C5)C3)C4)SC2=N1
  PfGluPho inh = -16 | MPTP inh = -2.1 | SENP8 inh = 11 | SENP6 block = -17 | HKDC1 inhibitor = 15 | ATG4B inhibitor = -8 | NR3A LBD binder = 1 | SENP7 block = -4

Part of the list above, limited to HKDC1 inhibitor, SENP6 block and NR3A LBD binder.
compound	HKDC1 inhibitor	SENP6 block	NR3A LBD binder
C=CCc1ccc(OCC(O)CN2CCN(Cc3ccc(Cl)cc3)CC2)c(OC)c1 (centres undefined)	-3	-7	-4
Cc1ccc(/C=N/NC(=O)Cn2cncn2)cc1	-5	-26	0

More results.
Compound | PfGluPho inh | MPTP inh | SENP8 inh | SENP6 block | HKDC1 inhibitor | ATG4B inhibitor | NR3A LBD binder | SENP7 block
COc1cccc2cc(C(=O)Nc3ccccc3C)/c(=N/NS(=O)(=O)c3ccccc3)oc12 | -11 | -1.6 | 7 | -4 | -2 | -1 | -1 | 3
COc1ccc(NC(=O)CNC(=O)c2nn(-c3ccc(OC)c(OC)c3)c(=O)c3ccccc23)c(OC)c1 | -9 | 0.6 | -31 | -11 | 0 | -4 | 2 | -1
S=c1nc(NCc2cccc(Cl)c2)c2ccccc2[nH]1 | 3 | 1.0 | 20 | 11 | -4 | 0 | 15* | -4
O=c1cc(-c2ccco2)nc(-c2cccs2)o1 | -3 | -0.9 | 18 | -2 | 2 | 1 | 0 | 2
CC1CN(C(=O)c2cc3cc(Br)ccc3[nH]2)CC(C)O1 (centres undefined) | 23 | 0.4 | 14 | 1 | -2 | 8 | -5 | 2
COc1ccc(CCn2cc(C#N)c(=O)[nH]c2=O)cc1OC | 8 | -0.1 | 13 | -9 | -15 | -1 | 0 | 3
COCCNC(=O)/C(C#N)=C/c1c(N2CCN(C)CC2)nc2ccccn2c1=O | -7 | -1.9 | -288 | -33 | -6 | 5 | -2 | -12
CCCCCCN(C(=O)CCCN1C(=O)NC(c2ccc(-c3ccccc3)cc2)C(C(=O)OCc2ccccc2)=C1C)C(C)C(=O)NCCCC (centres undefined) | 12 | 1.1 | 4 | · | 8 | 1 | 5 | -8
CCOC(=O)CN(C(=O)COc1nc(C)cc(C)c1C#N)c1ccc(Cl)cc1 | 20 | 1.1 | 8 | -10 | -4 | -15 | 0 | 2
Cc1ccc(C2=NC3(CCCCC3)N=C2SCC(=O)Nc2ccc3c(c2)OCCO3)cc1 | 30 | 1.6 | 12 | -7 | -1 | 2 | -5 | -2
CN(CC(=O)Nc1cccc(F)c1)C(=O)CCNC(=O)c1ccc(Br)cc1 | 20 | -1.3 | 4 | -5 | -3 | -7 | -2 | -8
COc1ccccc1Cn1nnc2c(=O)[nH]c(C3CCN(C(=O)c4ccc(F)cc4)CC3)nc21 | -14 | -2.0 | 53* | 8 | -3 | -7 | -2 | -1
CCOc1ccc(N2C(=O)C3C(c4ccccc4)=NN(c4ccccc4)C3C2=O)cc1 (centres undefined) | 8 | 4.5 | -288 | -13 | -2 | 6 | -14 | 4

Compound activity from PubChem.
